ZTA counter – blocks Epstein-Barr virus ZTA, an EBNA-1 counter-screen | P03206 | ZTA-DNA binding, fluorescence polarization | inhibition, % at 11 µM | 320,000 tested, 0.15% active | AID 2234; in the data active means inhibition above about 33%
Target sequence (P03206 whole entry, looked up): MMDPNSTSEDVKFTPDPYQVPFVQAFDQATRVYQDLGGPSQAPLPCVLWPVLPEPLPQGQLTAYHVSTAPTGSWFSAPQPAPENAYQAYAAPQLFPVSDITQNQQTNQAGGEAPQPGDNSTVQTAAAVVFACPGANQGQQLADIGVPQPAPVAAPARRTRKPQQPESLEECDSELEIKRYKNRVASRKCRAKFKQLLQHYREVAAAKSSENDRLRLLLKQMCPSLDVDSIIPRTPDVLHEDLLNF
LYPLA1 counter – counter-screen for PME1 inhibitors: inhibitors of human LYPLA1. inhibition, % at 5.9 µM. recombinant LYPLA1, FP-Rh probe fluorescence polarization. 320,000 tested, 0.16% active. AID 2174;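 active means inhibition above the mean of all tested compounds plus 3 SD, set per campaign, cut at about 14% in these data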;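 further: inhibitors block serine hydrolase probe labeling of LYPLA1 so polarization falls; 0% = enzyme with DMSO and 100% = wells lacking LYPLA1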
Target sequence (O75608 whole entry, looked up): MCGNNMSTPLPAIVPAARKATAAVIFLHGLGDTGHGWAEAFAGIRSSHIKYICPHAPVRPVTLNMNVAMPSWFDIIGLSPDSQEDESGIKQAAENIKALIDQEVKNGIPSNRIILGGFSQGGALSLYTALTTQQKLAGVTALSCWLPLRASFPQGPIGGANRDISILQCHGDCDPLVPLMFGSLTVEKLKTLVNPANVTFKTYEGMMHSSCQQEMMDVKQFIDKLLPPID
EBNA-1 inh – blocks EBNA-1 binding to DNA | EBNA-1 DNA binding, fluorescence polarization | inhibition, % at 14.8 µM | 300,000 tested, 0.34% active; in the data active means inhibition above about 28%
PAFAH2 FP inh – PAFAH2 (human) inhibition; inhibition, % at 3.39 µM; AID 492956; Q99487; recombinant PAFAH2, FP-rhodamine activity probe, fluorescence polarization; 340,000 tested, 0.99% active;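 active means inhibition above the mean over all tested compounds plus 3 SD, cut at about 30% in these data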;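 further: inhibitors block probe labeling of enzyme so polarization drops; 0% = enzyme with DMSO and 100% = wells lacking PAFAH2 protein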
pPAFAH FP inh – pPAFAH (human) enzyme inhibition; Q13093; recombinant pPAFAH, FP-rhodamine probe fluorescence polarization; inhibition, % at 3.39 µM; 330,000 tested, 1.5% active; AID 463082;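 active means inhibition above the mean inhibition across the screen plus 3 SD, cut at about 25% in these data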;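 further: inhibitors block binding of the rhodamine activity-based probe so polarization drops; 0% = enzyme with DMSO and 100% = wells lacking pPAFAH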
PREPL inhibitor – inhibitors of human prolyl oligopeptidase-like enzyme PREPL; Q4J6C6; recombinant PREPL, fluorescence polarization activity-based probe; inhibition, % at 5.96 µM; 320,000 tested, 0.68% active; in the data active means inhibition above about 43%;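 further: 0% = enzyme with DMSO and 100% = wells lacking enzyme; many of its hits are not listed in these tables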
PAFAH1B2 FP inh – blocks human PAF acetylhydrolase 1b catalytic subunit 2 | P68402 | recombinant PAFAH1B2, FP-rhodamine activity probe, fluorescence polarization | inhibition, % at 3.39 µM | 340,000 tested, 1.2% active | AID 492953;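 active means inhibition above the mean of all tested compounds plus 3 SD, cut at about 24% in these data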;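 further: 0% = enzyme with DMSO and 100% = wells lacking PAFAH1B2; many of its hits are not listed in these tables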
Target sequence (P68402 whole entry, looked up): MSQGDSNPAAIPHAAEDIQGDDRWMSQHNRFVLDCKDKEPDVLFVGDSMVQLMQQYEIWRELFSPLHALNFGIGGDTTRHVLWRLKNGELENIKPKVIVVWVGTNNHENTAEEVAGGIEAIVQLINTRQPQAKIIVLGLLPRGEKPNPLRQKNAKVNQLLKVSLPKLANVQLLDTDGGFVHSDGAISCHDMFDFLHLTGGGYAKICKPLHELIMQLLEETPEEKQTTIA
LYPLA2 inh – counter-screen for PME1 inhibitors: inhibitors of human LYPLA2; inhibition, % at 5.9 µM; O95372; recombinant LYPLA2, FP-Rh probe fluorescence polarization; AID 2177; 320,000 tested, 0.38% active;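 active means inhibition above the screen-wide mean plus 3 SD, limit set per campaign, cut at about 26% in these data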;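 further: 0% = LYPLA2 with DMSO and 100% = wells lacking LYPLA2 enzyme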
Target sequence (O95372 whole entry, looked up): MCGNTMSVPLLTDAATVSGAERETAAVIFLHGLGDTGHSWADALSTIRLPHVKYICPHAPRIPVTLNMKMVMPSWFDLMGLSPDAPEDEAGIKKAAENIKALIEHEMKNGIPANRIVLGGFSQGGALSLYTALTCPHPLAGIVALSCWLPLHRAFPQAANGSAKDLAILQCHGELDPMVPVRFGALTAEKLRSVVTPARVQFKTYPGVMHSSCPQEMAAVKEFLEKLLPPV
PAFAH1B3 inh – PAFAH1B3 (human) inhibition | Q15102 | inhibition, % at 3.39 µM | recombinant PAFAH1B3, FP-rhodamine probe, fluorescence polarization | 340,000 tested, 0.28% active;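 active means inhibition above the screen-wide average of all tested compounds plus 3 SD, cut at about 25% in these data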;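 further: 0% = enzyme with DMSO only and 100% = wells lacking PAFAH1B3 protein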
* marks the source's active call; other numbers are inactive results; . = not tested or not shown. Not all compounds are listed; rates above refer to the full screens.

SMILES	ZTA counter	LYPLA1 counter	EBNA-1 inh	PAFAH2 FP inh	pPAFAH FP inh	PREPL inhibitor	PAFAH1B2 FP inh	LYPLA2 inh	PAFAH1B3 inh
COC(=O)c1ccc(OCC(=O)N2CCCc3ccccc32)cc1	-14.7	-0.5	-5.0	10.6	6.9	-1.8	-1.8	9.4	0.8
O=C(CCNS(=O)(=O)c1ccccc1)NNC(=O)c1cccc(Cl)c1	.	.	.	4.6	-2.6	13.6	8.7	.	8.5
COc1ccc(C(=O)N2CCSC2=S)cc1OC	-13.6	-1.8	-2.0	5.4	-1.3	7.7	-1.4	0.8	2.5
Cc1sc2ncnc(N3CCC(C(=O)Nc4ccc(OC(F)F)c(Cl)c4)CC3)c2c1C	.	.	.	-24.1	-15.1	22.5	-4.2	.	-8.1
CCC(C)c1ccccc1NC(=O)c1cc(C)no1 (centres undefined)	-12.2	-1.4	-0.3	4.9	0.0	1.5	11.4	-0.8	-5.8
Cc1cc(C)cc(NS(=O)(=O)c2cc3[nH]c(=O)c(=O)[nH]c3cc2C)c1	6.7	1.4	-2.6	-1.1	-3.0	-23.8	4.8	-2.2	-0.4
CCC(C)NC(=O)c1ccccc1NC(=O)C1COc2ccccc2O1 (centres undefined)	4.4	-0.7	4.3	-1.0	-0.7	2.0	2.6	-5.3	1.0
CCCCNC(=O)CCn1nc(-c2ccc(Cl)cc2)c2ccccc2c1=O	7.3	-1.4	-4.9	-0.7	4.8	3.1	6.9	1.0	1.0
CNS(=O)(=O)c1cccc(C(=O)NCC(c2cccs2)N(C)C)c1 (centres undefined)	-12.3	0.7	1.7	2.1	3.4	7.3	1.6	-1.1	-0.1
COC(=O)c1cn(C(=O)c2ccc(C)cc2C)c2ccccc12	-5.2	-2.8	-4.0	-1.1	-6.6	11.5	6.7	-0.8	12.2
O=C(Nc1ccccc1)c1ccc(CSc2ncccn2)cc1	17.6	-2.1	-4.8	-4.8	-1.5	-5.3	1.0	0.9	0.3
Cc1nc(-c2ccccn2)sc1C(=O)Nc1ccc(F)cc1F	13.1	2.1	3.0	1.5	6.9	-7.1	5.3	4.9	3.2
COc1nn(CC(=O)N2N=C(C)CC2(O)C(F)F)cc1[N+](=O)[O-] (centres undefined)	-7.4	3.7	-16.5	1.4	-1.9	11.1	4.2	0.0	3.5
N=c1n(Cc2ccccc2)c2ccccc2n1Cc1ccccc1	5.1	2.5	-3.7	-1.8	0.4	-15.2	4.4	11.6	0.4
COc1ccc(C2CC(c3cccs3)=NN2C(=O)CSc2nc3ccccc3o2)cc1 (centres undefined)	12.8	-3.1	-6.7	-3.6	-7.0	10.0	2.6	-9.6	2.7
COC(=O)Nc1ccc2c(c1)N(C(=O)CCN(C)C)c1ccccc1CC2	-12.0	0.2	-0.4	-6.1	-0.6	6.0	2.7	1.7	7.8
CC(=O)C1=C(C)N(Cc2ccccc2)C(=O)N[C@H]1CCc1ccccc1	-21.8	3.2	-0.5	7.8	4.8	7.7	-2.6	2.2	5.3
CN1COc2ccc3ccccc3c2C1	9.6	2.5	1.4	3.5	6.9	8.2	-4.6	4.7	3.4
CC(C)OCCCN1CN(S(=O)(=O)c2ccccc2)c2nc3ccccc3nc21	23.0	0.5	9.8	6.6	8.7	-0.2	5.8	1.6	3.5
CSCCC(NC(=O)COc1ccccc1)C(=O)OC(C)C(=O)Nc1ccccc1C (centres undefined)	-3.9	1.7	-17.6	2.5	2.9	-3.6	3.3	1.9	6.1
CC1CCCCC12NC(=O)N(CC(=O)OCC(=O)NCc1ccc(F)cc1)C2=O (centres undefined)	-13.9	-1.9	.	-8.1	0.4	15.6	-1.8	4.3	-0.4
COc1cccc(-c2c(C(=O)N/N=C/c3ccoc3)nnn2-c2nonc2N)c1	8.9	4.1	-4.7	-2.4	2.8	-3.9	4.0	-2.2	4.3
CSc1ccc(S(=O)(=O)NCCOc2ccccc2C)cc1	-1.9	-3.5	3.5	-2.5	5.2	-42.3	8.4	-0.5	6.5
Cn1cc(CC(=O)NCCCN2CCCC2=O)c2ccccc21	1.1	2.0	-6.2	9.8	3.5	8.6	2.8	6.0	1.6
Cc1ccc(NC(=O)Nc2ncnc3nc[nH]c23)cc1	-10.6	-1.0	7.6	4.2	-3.0	0.8	3.6	5.0	5.7
SMILES	ZTA counter	LYPLA1 counter	EBNA-1 inh	PAFAH2 FP inh	pPAFAH FP inh	PREPL inhibitor	PAFAH1B2 FP inh	LYPLA2 inh	PAFAH1B3 inh
CCCc1nnc(NC(=O)CN2C(=O)c3ccccc3S2(=O)=O)s1	4.2	-1.7	3.1	10.9	4.4	-6.1	3.9	3.0	9.2
Cc1ccc(CNCc2cc(Cl)ccc2O)cc1	-1.9	-0.1	-0.4	0.8	5.8	2.4	2.0	0.8	2.4
Cc1cc(C)cc(NC(=S)N2CCN(Cc3ccccc3)CC2)c1	-4.5	-3.7	10.1	-3.6	4.9	-19.2	-0.9	2.0	-2.0
COc1ccc(-c2cc(=O)c3cc(OC)ccc3[nH]2)cc1	-0.4	-2.7	2.6	3.7	2.5	-4.8	-1.4	0.9	-7.3
Cc1ccc(S(=O)(=O)Oc2ccccc2/C=N/Nc2ccc(C(=O)O)cc2)cc1	16.3	1.9	6.5	1.1	16.3	16.7	7.1	5.6	6.1
Nc1cc(S(=O)(=O)Nc2ccc(Br)cc2)ccc1Cl	-1.1	-3.5	8.8	-5.9	17.8	-31.3	18.8	-2.3	6.6
CSc1ccc(C(=O)C2CCCN(Cc3ccc(N4CCNC4=O)cc3)C2)cc1 (centres undefined)	19.3	2.3	2.5	9.0	7.5	0.1	6.3	4.9	9.3
Cc1ccc(NC(=O)C2CCCN(S(=O)(=O)c3c(C)noc3C)C2)c(C)c1 (centres undefined)	8.1	0.2	-7.4	-12.0	1.6	3.0	4.5	2.3	-3.9
O=C1C=C(c2cccs2)CC(c2cccs2)C1n1cnc([N+](=O)[O-])c1 (centres undefined)	2.6	9.4	-9.8	3.9	1.0	18.6	4.5	6.3	1.0
CC1CC(C)(C)N(C(=O)CN2C(=O)c3ccccc3C2=O)c2ccccc21 (centres undefined)	-21.4	0.5	3.3	1.4	3.1	5.7	-3.1	2.8	-1.0
CCOC(=O)N1CCN(Cc2nc3cc(NC(=O)CC(C)C)ccc3n2C)CC1	-13.0	1.0	-16.3	-3.3	2.0	10.8	-1.6	2.4	2.0
COc1ccccc1-n1c(=O)c(C#N)c(-c2ccc([N+](=O)[O-])cc2)c2cc(C(=O)c3cc(F)ccc3O)cnc21	-4.7	-1.0	-20.3	-3.3	1.3	9.0	2.4	1.0	-2.1
O=C(NCc1ccc(OC(F)(F)F)cc1)c1cccc2c1C(=O)c1ccc(N3CCCCC3)cc1S2(=O)=O	.	.	.	-17.8	8.4	17.7	-5.7	.	-5.9
Cn1c(C(C)(O)C(O)c2ccccc2)nc2ccccc21 (centres undefined)	-18.5	-2.8	5.5	.	-5.3	0.8	.	-4.8	.
COc1cccc(NC(=S)N2CCC(c3ccc(C)cc3)C2)c1 (centres undefined)	-0.2	-2.4	14.5	0.3	4.2	10.2	0.9	3.4	7.6
Cn1cc(CNCc2ccccc2OCC(O)CN2CCc3ccccc3C2)cn1 (centres undefined)	4.9	3.1	-5.1	-2.7	5.1	36.5	1.5	3.9	3.9
Cc1cc(C(=O)N2CCN(Cc3ccccc3)CC2)on1	11.2	-0.4	7.0	6.7	-3.3	9.9	3.0	-3.2	-2.8
Cc1ccc(N2CC(C(=O)Nc3nccs3)CC2=O)cc1Cl (centres undefined)	-14.5	-3.6	2.5	-1.5	-0.8	4.8	1.4	-2.6	8.7
Cc1ccccc1C(=O)NC1CCCN(Cc2ccccc2F)C1 (centres undefined)	6.0	-2.6	0.1	4.0	0.0	9.0	-1.0	-4.2	5.5
CCOC(=O)c1cnn(-c2cc(C)nc3c(-c4ccccc4)c(C)nn23)c1N	14.2	-0.7	13.6	-7.4	5.7	6.1	-2.2	-0.4	-0.5
CCOc1ccc(NC(=S)Nc2ccc(OC)cc2)cc1	-4.3	1.1	-15.5	-1.6	0.9	16.1	-3.2	-3.3	1.0
CC(=O)NC1CCN(CC(=O)Nc2cccc([N+](=O)[O-])c2)CC1	0.1	1.7	-9.6	3.1	5.6	9.4	2.6	1.9	6.9
O=C(CC(Nc1cccc(Cl)c1Cl)C(=O)O)c1ccccc1 (centres undefined)	11.3	-2.5	-4.3	16.5	5.3	4.4	13.8	1.4	10.1
CC(=O)OCCc1[nH]c2ccccc2c1C	-9.5	1.7	3.1	2.2	2.7	0.9	0.9	-2.1	2.0
CC12CCC(=O)N1C(C(=O)NCCN1C(=O)S/C(=C\c3ccccc3F)C1=O)CS2 (centres undefined)	-4.3	2.0	10.2	-2.7	3.6	39.7	-0.9	-0.6	6.0
SMILES	ZTA counter	LYPLA1 counter	EBNA-1 inh	PAFAH2 FP inh	pPAFAH FP inh	PREPL inhibitor	PAFAH1B2 FP inh	LYPLA2 inh	PAFAH1B3 inh
CCn1c(SCC(=O)NCCc2ccccc2)nnc1-c1cccs1	-7.9	0.2	4.6	3.0	0.6	-2.9	1.8	-0.5	-3.9
COc1cccc(NC(=O)N2CCN(C(=O)C(Cc3ccc(OC)c(OC)c3)NC(C)=O)CC2)c1 (centres undefined)	-6.1	0.5	3.1	-12.2	4.5	1.1	-2.2	2.5	-1.9
COc1ccc(CCN2C(=O)c3cccc4c(C(=O)N5CCCCC5)ccc(c34)C2=O)cc1OC	21.5	3.9	-6.4	10.9	-1.4	-2.2	-4.1	3.0	4.3
COc1ccc(C(=O)NNC(=O)C(=O)/C=C(\O)c2ccc(C)cc2)cc1	4.2	0.5	-13.3	10.2	8.0	0.7	5.7	0.2	11.1
Cc1ccnc(NS(=O)(=O)c2ccc(NS(=O)(=O)c3cccs3)cc2)n1	-6.4	0.2	3.2	8.9	3.4	-10.3	3.9	-4.0	3.7
O=C(c1cc(Cl)ccc1O)N1CCN(S(=O)(=O)Cc2ccccc2)CC1	.	.	.	0.8	9.8	14.3	8.2	.	-1.3
CN1CCN(CC(O)Cn2c3ccccc3c3ccccc32)CC1 (centres undefined)	1.0	0.8	-2.5	1.1	1.4	14.0	-3.2	0.1	-2.7
COc1ccc(C(=O)NC(=S)Nc2ccc(Cl)cn2)cc1OC	17.9	2.6	-12.2	1.7	-2.9	9.8	-4.8	-3.2	-0.9
CC(C)n1ncc2c(C(=O)NCc3ccccc3CN(C)C)cc(C3CC3)nc21	5.8	0.1	.	2.2	3.1	-3.5	1.4	2.1	8.0
Cn1c(=NCC(O)COc2ccccc2)sc2ccccc21 (centres undefined)	1.2	3.5	-6.3	4.7	3.8	8.6	3.3	3.3	-2.1
COc1ccc(CCC(N)=O)cc1OC	-8.7	0.6	0.3	4.1	4.0	-5.3	-3.0	-4.1	0.7
CC1COC(Cn2c3ccccc3c3ccccc32)O1 (centres undefined)	-22.0	-1.8	0.2	4.0	1.5	3.6	-2.1	1.2	5.2

Reprinted at random: 4 entries already listed
SMILES	ZTA counter	LYPLA1 counter	EBNA-1 inh	PAFAH2 FP inh	pPAFAH FP inh	PREPL inhibitor	PAFAH1B2 FP inh	LYPLA2 inh	PAFAH1B3 inh
COc1ccc(CCN2C(=O)c3cccc4c(C(=O)N5CCCCC5)ccc(c34)C2=O)cc1OC	21.5	3.9	-6.4	10.9	-1.4	-2.2	-4.1	3.0	4.3
Cn1c(=NCC(O)COc2ccccc2)sc2ccccc21 (centres undefined)	1.2	3.5	-6.3	4.7	3.8	8.6	3.3	3.3	-2.1
COc1ccc(C(=O)NNC(=O)C(=O)/C=C(\O)c2ccc(C)cc2)cc1	4.2	0.5	-13.3	10.2	8.0	0.7	5.7	0.2	11.1
Cc1ccnc(NS(=O)(=O)c2ccc(NS(=O)(=O)c3cccs3)cc2)n1	-6.4	0.2	3.2	8.9	3.4	-10.3	3.9	-4.0	3.7
